Assay outcomes deposited in PubChem BioAssay by National Center for Advancing Translational Sciences (NCATS).
NPC1 prom act – activators of NPC1 promoter | Huh7 NPC1 promoter luciferase reporter, 24 h | Potency, µM (highest dose often 9.22 µM), for inactives: at the highest dose activation, hits mostly activators | 2.4% of 320,000 active | AID 485313;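 further: potency means the concentration at half of the fitted maximal effect; % of control where 0% means no effect; nearly all actives have a fitted effect of over 60% in size; reporter is driven by a mutant NPC1 promoter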
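Huh7 cells stably carrying NPC1 promoter–luciferase, plated in Opti-MEM with 10% FBS for 2 h, were exposed to compound in DMSO for 24 h at 37 °C; luciferase reagent was added for 10 min and luminescence read.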
ELG1 repair inh – blocks ELG1-dependent DNA repair in HEK293T cells. 2.3% of 330,000 active. Potency, µM (titrated, usually from 46.1 µM), inactives show top-dose activity change, negative = inhibition, actives largely listed as inhibitors. HEK293T ELG1-luciferase reporter, luminescence, 16 h; DNA damage induced by 5-fluorouridine; further: potency means the concentration at half of the fitted maximal effect; on the % scale 0 is the no-effect control and ±100 the full control effect; nearly all actives have a fitted effect of over 55% in size
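Step one: seed 2,000 cells per well. Step two: pin-transfer compound or DMSO alongside 5-fluorouridine. Step three: incubate 16 hr, 37 °C, 5% CO2. Step four: add ONE-Glo, wait 30 min, read luminescence.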
TRPV1 agonist – activates the human vanilloid receptor TRPV1; TRPV1-expressing cells, Fluo-8 calcium influx, agonist mode; activation, % at 8.33 µM; Q8NER1; 0.19% of 320,000 active; in the data active means activation above about 80%; inconclusive means between about 30% and that limit; further: 0% is about no effect
Target sequence (Q8NER1 whole entry, looked up): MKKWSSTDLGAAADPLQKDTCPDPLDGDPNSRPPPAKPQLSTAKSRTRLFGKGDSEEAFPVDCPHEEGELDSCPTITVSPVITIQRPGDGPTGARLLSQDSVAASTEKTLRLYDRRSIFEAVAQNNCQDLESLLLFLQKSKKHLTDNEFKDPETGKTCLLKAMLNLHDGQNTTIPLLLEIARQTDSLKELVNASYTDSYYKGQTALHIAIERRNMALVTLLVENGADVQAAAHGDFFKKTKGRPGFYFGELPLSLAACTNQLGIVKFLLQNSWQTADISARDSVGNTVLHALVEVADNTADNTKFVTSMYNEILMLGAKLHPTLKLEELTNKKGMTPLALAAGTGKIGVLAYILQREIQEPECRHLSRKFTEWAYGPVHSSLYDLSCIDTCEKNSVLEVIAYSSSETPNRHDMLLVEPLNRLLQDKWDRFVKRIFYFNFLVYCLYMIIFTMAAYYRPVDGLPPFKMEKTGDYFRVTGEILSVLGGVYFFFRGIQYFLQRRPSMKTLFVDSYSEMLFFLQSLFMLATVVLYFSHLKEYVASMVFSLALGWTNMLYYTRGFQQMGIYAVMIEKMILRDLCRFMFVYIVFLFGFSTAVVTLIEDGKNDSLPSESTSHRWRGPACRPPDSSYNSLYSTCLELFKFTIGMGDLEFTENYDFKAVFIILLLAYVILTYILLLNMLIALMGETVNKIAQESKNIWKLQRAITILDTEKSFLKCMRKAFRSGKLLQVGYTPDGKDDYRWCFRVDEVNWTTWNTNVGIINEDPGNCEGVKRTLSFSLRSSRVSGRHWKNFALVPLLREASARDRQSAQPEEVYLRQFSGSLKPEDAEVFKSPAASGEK
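Fluo-8 calcium influx in TRPV1-expressing cells, kinetic read (ex 480/em 520 nm). Compound added and read 3 min for agonist activity, followed by capsaicin at EC20 final and 2 min further read for enhancement.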
BRCA1 expr act – BRCA1 expression activation; Potency, µM (doses to about 46.1 µM), inactives show at the top dose activation, usual class: activators; MCF7-BRCA1-FFLuc reporter, luminescence, 48 h; response scale: scaled: vehicle 0%, 10 µM genistein 100%; 1.1% of 380,000 active; further: potency means the concentration at half of the fitted maximal effect; nearly all actives have a fitted effect of over 80% in size; some results filed as inactive show a strong effect at the top dose
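48 h compound treatment of MCF7-BRCA1-FFLuc cells (phenol-red free MEM, 37 °C), then 15 min with luciferase substrate and luminescence imaging.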
p53 reactivation – re-activators of mutant p53; H1299 p53-A138V BP100-luciferase reporter, luminescence, 24 h; Potency, µM (titrated, usually from 92.2 µM), inactives show at the top dose activity change, positive = activation, hits mostly activators; 0.063% of 320,000 active; further: potency means the concentration at half of the fitted maximal effect; % of control where 0% means no effect; nearly all actives have a fitted effect of over 45% in size
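H1299 (p53-null), stable ts p53-A138V + BP100-Luc; 1000 cells/well, Opti-MEM/10% FBS; cpd 4 pt, 1:5; 24 h, 37 deg C, 5% CO2; detection reagent 10 min RT; luminescence.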
Gal4-VP16 FLuc – Gal4-VP16 reporter inhibition counter-screen. Drosophila S2 Gal4-VP16 UAS-luciferase, luminescence, 20 h. Potency, µM (highest dose often 53.6 µM), for inactives: top-dose activity, negative = inhibition, usual class: inhibitors. 3.5% of 310,000 active. AID 2546;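 further: Gal4-VP16 expression switched on by copper sulfate through the metallothionein promoter; potency means the concentration at half of the fitted maximal effect; on the % scale 0 is the no-effect control and ±100 the full control effect; nearly all actives have a fitted effect of over 50% in size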
RORg inh – blocks mouse ROR gamma transcriptional activity; P51450; Drosophila S2 Gal4-RORgamma UAS-luciferase reporter, 20 h; Potency, µM (series often up to 53.6 µM), for inactives: at the top dose activity change, negative = inhibition, hits mostly inhibitors; 5.4% of 310,000 active; further: potency means the concentration at half of the fitted maximal effect; on the % scale 0 is the no-effect control and ±100 the full control effect; nearly all actives have a fitted effect of over 60% in size
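Drosophila Schneider cells stably carrying a metallothionein-driven Gal4 DBD–ROR gamma fusion and a UAS-Photinus luciferase reporter were exposed to compound for 1 hr, then induced with copper sulfate (700 uM final) for 20 hr at ambient temperature before luminescence reading.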
Rab9 promoter act – Rab9 promoter activation | Huh7 Rab9 promoter-luciferase reporter, luminescence, 24 h | Potency, µM (series often up to 9.22 µM), for inactives: at the highest dose activation, negative = inhibition, usual class: activators | 2.8% of 320,000 active | AID 485297; further: potency means the concentration at half of the fitted maximal effect; % of control where 0% means no effect; nearly all actives have a fitted effect of over 60% in size
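Huh7 reporter line, Rab9 promoter upstream of luciferase. Compound exposure 24 h at 37 °C in reduced-serum medium with 10% FBS. Read-out: luminescence.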
FLuc counter – counter-screen for miR-21 project: firefly luciferase inhibitors or activators | P08659 | purified FLuc, Km substrates, luminescence inhibition | Potency, µM (titrated, usually from 57.5 µM), for inactives: top-dose activity change, negative = inhibition, hits mostly inhibitors | 6.9% of 360,000 active | AID 588342;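 further: potency means the concentration at half of the fitted maximal effect; plate controls were vehicle for no effect and reference inhibitor for full effect; nearly all actives have a fitted effect of over 55% in size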
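Purified P. pyralis luciferase, 10 nM final, with Km-level 10 uM D-luciferin and 10 uM ATP in 50 mM Tris acetate pH 7.5, 10 mM Mg acetate, 0.01% Tween-20, 0.05% BSA; 6-point qHTS titration about 60 µM downward; luminescence read.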
Tb PFK inh – inhibitors of T. brucei phosphofructokinase. T. brucei PFK, ADP-Glo luminescence. Potency, µM (titrated, usually from 57.5 µM), inactives show at the top dose activity, negative = inhibition, actives largely listed as inhibitors. 0.17% of 330,000 active. AID 485367;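 further: potency means the concentration at half of the fitted maximal effect; 0% = uninhibited 1x PFK enzyme wells and -100% = no-enzyme wells; nearly all actives have a fitted effect of over 60% in size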
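1.25 nM PFK with 0.5 mM F6P and 0.1 mM ATP in 0.1 M TEA pH 8.0, 5 mM MgCl2, incubated 45 min at room temperature; ADP measured by ADP-Glo luminescence; compounds titrated up to 57 uM.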
ELG1 genotoxic – inducers of genotoxicity in HEK293T ELG1-luciferase cells; HEK293T ELG1-luciferase reporter, luminescence, 16 h; Potency, µM (top dose mostly 46 µM), without a hit: at the highest dose activity change, positive = activation, actives largely listed as activators; 1.3% of 330,000 active; AID 504466; further: potency means the concentration at half of the fitted maximal effect; % of control where 0% means no effect; nearly all actives have a fitted effect of over 60% in size
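Genotoxic stress is detected as increased luminescence from luciferase-tagged ELG1 in HEK293T cells, measured with ONE-Glo after a 16 hr treatment at 37 °C.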
* = called active by the depositor; ? = inconclusive; . = not tested or not shown; [ ] = dose if it differs, or a comment. Unless noted, the call rests on the fitted dose curve; in most records, active means well fitted curve in the direction sought with a large enough effect; inconclusive means small, poorly fitted or top-dose-only effect, or another doubt; inactive means no such curve, though single readings can be large; an effect the other way counts as inactive or inconclusive.

SMILES	NPC1 prom act	ELG1 repair inh	TRPV1 agonist	BRCA1 expr act	p53 reactivation	Gal4-VP16 FLuc	RORg inh	Rab9 promoter act	FLuc counter	Tb PFK inh	ELG1 genotoxic
O=C(COC(=O)Cn1cnc2ccccc21)Nc1cccc2c1C(=O)c1ccccc1C2=O	-3%	-23%	1	66%	8%	2%	-14%	-3%	3%	0%	1%
CN1CCN(CC(=O)Nc2ccc(S(=O)(=O)N(C)C)cc2)CC1	1%	18%	0	-7%	2%	-5%	6%	3%	2%	0%	-3%
O=C(CSc1ncn[nH]1)Nc1ccnc2ccccc12	-1%	?	1	16%	21%	2%	-8%	2%	3%	4%	-33%[inhibitor]
CSc1cccc(NC(=O)Nc2ccccc2C(N)=O)c1	-5%	-4%	15	-8%	-3%	26%	30%	3%	11µM*	9%	2%
COc1ccc(CNC(=O)Nc2ccc(C)c(C)c2)cc1	13%	-3%	-1	71%	9%	?	3%	0%	-5%	-5%	1%
O=[N+]([O-])c1ccc(CN2CCN(Cc3c[nH]c4ccccc34)CC2)cc1	0%	?	0	-9%	-3%	-4%	-10%	-1%	-10%	-14%	-9%
C=CCC[C@@H](Cc1ccc(F)cc1)C(=O)OC[C@@H](C)NC(=O)[C@@H](CC=C)CC(=O)N[C@H](CO)Cc1ccccc1	.	?	.	-62%	5%	.	.	.	.	0%	-6%
Cn1cc(Br)c(C(=O)n2cc(Br)cn2)n1	-1%	-13%	1	0%	0%	-7%	33%	-3%	?	1%	0%
CSc1ccccc1NC(=O)CN(C)C(=O)Cc1c[nH]c2ccccc12	9%	5%	0	-21%	3%	.	.	1%	0%	0%	-4%
CCCc1cc(=O)oc2c3c(c4c(c12)OC(C)(C)C=C4)OC(C)C(C)C3O (centres undefined)	-10%	?	?	-91%	-9%	?	-17%	-2%	-4%	1%	-5%
CC(C)C1Oc2ccccc2N(CC(=O)N(C)C2CCCCC2)C1=O (centres undefined)	-2%	7%	9	-6%	1%	-7%	-8%	-2%	0%	4%	1%
COc1ccc(-c2nnc(SCC(=O)Nc3cccc(Cl)c3)o2)cc1	?	?	6	?	?	?	-34%	2µM*	1%	-1%	?
COc1ccc(/C=C/C(=O)OCCNC(=O)c2ccncc2)cc1OC	3%	2%	3	-16%	-3%	5%	0%	-1%	-3%	-3%	4%
COc1ccc(NC(=O)NNC(=O)c2cc3ccccc3cc2O)cc1	-2%	13%	2	0%	8%	3%	17%	7%	-16%	-9%	0%
Cc1cc(C)c(NC(=O)Nc2ccccc2)c(C)n1	-2%	0%	-6	-6%	-4%	.	.	-7%	-1%	8%	4%
O=C(COC(=O)c1ccccc1SCC(=O)N1CCCC1)NC1CCS(=O)(=O)C1 (centres undefined)	0%	13%	-2	11%	2%	.	.	0%	-14%	1%	-1%
Cc1ccc2c(c1)-c1c(cnn1CC(=O)Nc1ccccc1N1CCN(C)CC1)CO2	-6%	?	14	-27%	-6%	-13%	-22%	-1%	-1%	1%	-4%
O=C(Nc1ccccc1N(C(=O)c1ccco1)S(=O)(=O)c1cccs1)c1ccco1	-1%	-20%	8	-65%	0%	-12%	-20%	-6%	4%	-7%	-1%
Cc1c(OCc2ccccc2)c(=O)ccn1Cc1ccccc1	21%	-29%	15	73%	7%	12%	29%	7%	?	-7%	15%
CCOc1ccc(NC(=O)CCC(=O)O)cc1	-2%	16%	-3	2%	-3%	-7%	-3%	-4%	0%	-2%	0%
C=CCSc1nc2sc(C)c(C)c2c(=O)n1CC=C	-8%	?	23	5%	28%	-4%	17%	-14%	2%	-1%	-1%
CCn1c(=S)sc2c(=O)n(CC(=O)Nc3ccccc3)c(C)nc21	2%	-7%	12	-15%	-6%	-17%	-9%	0%	0%	-1%	-4%
CN(C)CCCCOc1ccc(Br)cc1Cl	-11%	-3%	4	-6%	-4%	1%[10 µM]	-8%	3%	1%	-4%	-1%
CCCc1nc2ccc(NC(=O)c3ccco3)cc2c(=O)n1Cc1ccc(Cl)cc1	7%	?	6	-40%	6%	-27%	-29%	9%	-16%	-2%	-7%
O=CNC(=O)c1ccccc1C(=O)O	-7%	-4%	-1	2%	16%	0%	2%	-5%	3%	19%	-1%
COc1ccc(S(=O)(=O)N2CCNCC2)cc1OC	5%	-6%	-4	7%	-1%	-7%	?	0%	-3%	-1%	1%
Cc1cc(C)cc(NS(=O)(=O)c2ccc3[nH]c(=O)ccc3c2)c1	-2%	7%	-1	-4%	-8%	-1%	-27%	-13%	1%	1%	3%
Cc1ccc(Cl)cc1N1CCN(Cc2cc3c(cc2O)CCC3)CC1	0%	-7%	2	2%[1.84 µM]	7%	0%	3%	-5%	7%	1%	-4%
CN1/C(=C\C(=O)COC(=O)c2ccc(O)cc2)C(C)(C)c2ccccc21	1%	21µM*	?	-31%	-3%	?	22%	-1%	5%	-1%	-7%
Cc1occc1C(=O)Nc1cc(C(F)(F)F)ccc1Cl	1%	?	16	4%	6%	-3%	40%	2%	-1%	-7%	10%
Cc1cc(F)ccc1S(=O)(=O)Nc1ccccc1C(=O)Nc1ccccc1N1CCOCC1	1%	-21%	4	-27%	5%	-10%	34%	-5%	6%	2%	-11%
O=C(NC(=S)NCc1cccnc1)c1cc2ccccc2o1	0%	9%	8	7%	5%	-21%	13µM*	12%	?	-1%	-8%
CCn1c(SCC(=O)Nc2ccc(F)cc2)nnc1-c1cnccn1	-3%	7%	-1	5%	3%	5%	-3%	-2%	3%	0%	0%
CC(=O)N(C)c1ccc(OCC(O)Cn2c(C)nc3ccccc32)cc1 (centres undefined)	-15%	9.2µM*	-2	-20%	2%	16µM*	-34%	-16%	2%	7%	-7%
C/C(=N\NC(=O)c1cc(-c2cccc(OC(C)C)c2)nc2ccccc12)c1cccnc1	24%	-11%	-2	25%	-2%	?	-128%	?	0.6µM*	-4%	3%
COc1ccc(C(c2nnnn2Cc2cccs2)N2CCC(C(N)=O)CC2)c(OC)c1 (centres undefined)	2%	4%	0	-23%	-2%	4%	?	3%	5%	1%	3%
COc1ccc2[nH]c(C)c(CCN3C(=O)C4C5C=CC(C5)C4C3=O)c2c1 (centres undefined)	-4%	-11%	8	0%	-4%	11%	-38%	-5%	8%	-4%	-1%
COC(=O)c1sc(-c2ccc(C(C)(C)C)cc2)cc1NC(=O)CCC(=O)O	24%	?	4	20%	10%	?	1%	27%	1.5µM*	0%	?
O=C(/C=C/c1ccccc1Cl)c1cccnc1	-4%	?	24	-11%	-9%	?	?	1%	17µM*	6%	14%
COc1ccc(NC(=O)C2CCN(C(=O)c3cccs3)CC2)cc1	1%	9%	-1	-36%	8%	1%	9%	3%	6%	1%	0%
O=[N+]([O-])c1ccccc1CNCCO	-2%	?	-7	0%	8%	.	.	0%	7%	-8%	-1%
COc1ccc(Cc2nc3ccc(C(=O)NC4CCOC4)cc3o2)cc1 (centres undefined)	3%	0%	13	24%	14%	21%	26%	8%	-4%	0%	3%
O=S(=O)(NC1=NCCCCC1)c1cccs1	0%	9%	0	1%	?	-16%	-10%	0%	2%	-1%	-3%
CCOC(=O)CNc1nc(Cl)c(C#N)s1	3%	2%	16	-11%	5%	-2%	14%	3%	-1%	?	-2%
O=C(CCN1C(=O)c2ccccc2C1=O)NCc1ccc(Cl)cc1	-6%	1%	-1	-4%	1%	6%	-25%	6%	-3%	1%	0%
